Cy5 interf NS3h – counter-screen for HCV NS3 helicase inhibitors: fluorescence interference; hit rate 6% among 16,000; AID 720488; fluorescence interference ratio at 100 µM; Cy5-dT15 DNA with NS3h; actives lie on both sides; signal over control mean, under 1 quenches;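 active = compound fluorescence over control fluorescence at most 0.8, a quencher, or at least a set upper limit, an enhancer; inactive = ratio between 0.8 and the set upper limit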
NS3h inh CB – hepatitis C NS3 helicase inhibition, primary screen; NS3h Cy5-dT15 DNA binding, fluorescence polarization; inhibition, % at 100 µM; hit rate 1.6% among 16,000; AID 687043;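 active = inhibition above the average over every tested compound plus 3 SD, cut at about 40% in these data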
An asterisk follows results filed as active. Rows were taken by chance (roughly 7.6% active in at least one column).

How did CN1CCN(c2ccc(C(=O)c3ccccc3)cc2F)CC1 do in these assays?
Cy5 interf NS3h: 1; NS3h inh CB: 7

Results for O=C(/C=C/c1ccc(-c2ccccc2Cl)o1)c1ccc2ccccc2c1 ?
Cy5 interf NS3h: 1; NS3h inh CB: 6

Results for COC(=O)C1=C(C)N=c2s/c(=C\c3cc(Br)c(OC)cc3OC)c(=O)n2C1c1ccccc1 (stereo not given) ?
Cy5 interf NS3h: 1.1; NS3h inh CB: -5

What do the screens show for `O=C(COc1ccc(I)cc1)N/N=C\c1ccc(-c2ccc([N+](=O)[O-])cc2)o1`?
Cy5 interf NS3h: 0.94; NS3h inh CB: 5

How did COc1ccc(Nc2nnc(-c3ccc(C(=O)NCCO)cc3)c3ccccc23)cc1 do in these assays?
Cy5 interf NS3h: 1.1; NS3h inh CB: 3

What do the screens show for `O=C(Nc1cccc(O)c1)c1ccc2c(c1)C(=O)N(c1ccccn1)C2=O`?
Cy5 interf NS3h: 0.9; NS3h inh CB: -1

How did Cc1cc(C)nc(N=C(N)Nc2ccc(C)c([N+](=O)[O-])c2)n1 do in these assays?
Cy5 interf NS3h: 1.1; NS3h inh CB: 7

What do the screens show for `N#C/C(=C(/O)c1ccc(Cl)c([N+](=O)[O-])c1)c1nc2ccccc2s1`?
Cy5 interf NS3h: 1; NS3h inh CB: 14

How did CC1(C)C(c2cccs2)=[N+]([O-])C2(CCCCC/C2=N/NC(N)=O)N1O (stereo not given) do in these assays?
Cy5 interf NS3h: 1; NS3h inh CB: -1

How did Cc1cccc(OCC(O)Cn2cnc3cc(C)c(C)cc32)c1 (stereo not given) do in these assays?
Cy5 interf NS3h: 0.94; NS3h inh CB: 12

Results for CCOc1ccc(-c2nc3nc(C)c(Br)cc3[nH]2)cc1 ?
Cy5 interf NS3h: 0.96; NS3h inh CB: -7

Results for COc1ccc(Cl)cc1N(S(=O)(=O)c1ccc(NC(C)=O)cc1)S(=O)(=O)c1ccc(NC(C)=O)cc1 ?
Cy5 interf NS3h: 0.93; NS3h inh CB: 7

How did Cc1ccc(OCCSc2nnnn2-c2ccccc2)cc1 do in these assays?
Cy5 interf NS3h: 0.97; NS3h inh CB: -4

How did CC(CC(=O)Nc1ccc(Cl)cc1)c1ccccc1 (stereo not given) do in these assays?
Cy5 interf NS3h: 0.84; NS3h inh CB: 1

Results for COc1ccc(C(N)=O)cc1NC(=O)COc1ccc(F)cc1 ?
Cy5 interf NS3h: 0.94; NS3h inh CB: 7

Continued (3 carried over from the part before).
How did Cc1ccc(OCCSc2nnnn2-c2ccccc2)cc1 do in these assays?
Cy5 interf NS3h: 0.97; NS3h inh CB: -4

How did CC(CC(=O)Nc1ccc(Cl)cc1)c1ccccc1 (stereo not given) do in these assays?
Cy5 interf NS3h: 0.84; NS3h inh CB: 1

Results for COc1ccc(C(N)=O)cc1NC(=O)COc1ccc(F)cc1 ?
Cy5 interf NS3h: 0.94; NS3h inh CB: 7

How did O=C(NC(=S)N1CCOCC1)c1ccccc1 do in these assays?
Cy5 interf NS3h: 0.4*; NS3h inh CB: 110*

Results for O=C(NC(=S)Nc1ccc2oc(-c3cccc(I)c3)nc2c1)c1ccco1 ?
Cy5 interf NS3h: 0.99; NS3h inh CB: 6

How did O=C1C=CC(=O)N1c1ccc(Br)cc1[N+](=O)[O-] do in these assays?
Cy5 interf NS3h: 0.95; NS3h inh CB: 79*

Results for Cc1cc(Br)ccc1NCc1ccccn1 ?
Cy5 interf NS3h: 1.1; NS3h inh CB: -7

Results for Cc1ccc([N+](=O)[O-])cc1-c1ccc(/C=C2\C(=O)NC(=O)N(c3ccc(Cl)cc3)C2=O)o1 ?
Cy5 interf NS3h: 1.3*; NS3h inh CB: 9

Results for COC(=O)c1ccccc1NC(=O)c1cnn2c(C(F)(F)F)cc(-c3ccc(OC)c(OC)c3)nc12 ?
Cy5 interf NS3h: 0.68*; NS3h inh CB: 12

What do the screens show for `CCCOC(=O)c1ccc(NC(=O)c2ccc(C)c([N+](=O)[O-])c2)cc1`?
Cy5 interf NS3h: 0.96; NS3h inh CB: 14

Results for O=C(NCc1ccc2c(c1)OCO2)C(c1ccccc1)c1ccccc1 ?
Cy5 interf NS3h: 1.1; NS3h inh CB: 16

What do the screens show for `CC(=O)c1sc(NC(=O)c2ccc([N+](=O)[O-])s2)nc1-c1ccccc1`?
Cy5 interf NS3h: 1.1; NS3h inh CB: 8

How did CCC1=NN(C(=O)c2cccc(C)c2O)C(O)(c2ccc(Br)cc2)C1 (stereo not given) do in these assays?
Cy5 interf NS3h: 0.77*; NS3h inh CB: -6

What do the screens show for `CCOc1ccc(N2C(=O)/C(=C/c3ccc4c(c3)OCO4)SC2=S)cc1`?
Cy5 interf NS3h: 1; NS3h inh CB: 1

What do the screens show for `CCOC(=O)c1conc1-c1ccc(Br)cc1`?
Cy5 interf NS3h: 0.97; NS3h inh CB: 6

Results for CC(=O)N(C)CP(=O)(O)CCc1ccccc1 ?
Cy5 interf NS3h: 1; NS3h inh CB: -7

What do the screens show for `CCCC(Nc1ccccn1)n1nnc2ccccc21` (stereo not given)?
Cy5 interf NS3h: 1.1; NS3h inh CB: 0

How did Cc1ccc(S(=O)(=O)n2cnc(C)c2)cc1 do in these assays?
Cy5 interf NS3h: 1.1; NS3h inh CB: 4

Results for O=[N+]([O-])c1ccc(Sc2c(-c3ccccc3)nc3ccccn23)cc1 ?
Cy5 interf NS3h: 0.95; NS3h inh CB: -4

What do the screens show for `COCCOC(=O)c1c(C)oc2ccc(OCc3c(F)cccc3Cl)cc12`?
Cy5 interf NS3h: 0.88; NS3h inh CB: 12

How did COC(=O)COc1ccc(/C=C2\C(=O)NC(=O)N(c3cc(C)cc(C)c3)C2=O)cc1OC do in these assays?
Cy5 interf NS3h: 1; NS3h inh CB: 1

What do the screens show for `O=C(Nc1cccc(-c2cn3ccccc3n2)c1)c1cccnc1`?
Cy5 interf NS3h: 1.1; NS3h inh CB: -54

What do the screens show for `Cc1ccccc1C(=O)Nc1ccc(-c2cnc(-c3ccc(NC(=O)c4ccccc4C)cc3)nc2)cc1`?
Cy5 interf NS3h: 0.75*; NS3h inh CB: 18

What do the screens show for `Cc1c(Cl)cccc1NC(=O)/C=C/c1ccccc1Cl`?
Cy5 interf NS3h: 1.2; NS3h inh CB: 8

How did O=C(Nc1ccc2oc(-c3cccc4c(Br)cccc34)nc2c1)c1ccccc1[N+](=O)[O-] do in these assays?
Cy5 interf NS3h: 0.97; NS3h inh CB: -5

How did O=C(Nc1nccs1)C(c1ccccc1)c1ccccc1 do in these assays?
Cy5 interf NS3h: 0.9; NS3h inh CB: 5

Results for CN(C)c1ccc(/C=C2/SC(=S)N(c3ccc(F)cc3)C2=O)cc1 ?
Cy5 interf NS3h: 1.1; NS3h inh CB: 9

How did COc1cccc(CN2CCN(Cc3ccc(OC)c(OC)c3OC)CC2)c1OC do in these assays?
Cy5 interf NS3h: 1; NS3h inh CB: -1

Results for COc1cc(/C=C2/SC(=S)N(CCC(=O)Nc3ccccc3C(=O)O)C2=O)cc(OC)c1OC ?
Cy5 interf NS3h: 0.9; NS3h inh CB: 17

How did CCOc1ccc(C(=O)Nc2nnc(CC)s2)cc1[N+](=O)[O-] do in these assays?
Cy5 interf NS3h: 1.1; NS3h inh CB: 2

What do the screens show for `O=C(CSc1nc2ccc(N3C(=O)c4ccccc4C3=O)cc2s1)NCCOc1ccc(Cl)cc1`?
Cy5 interf NS3h: 1.1; NS3h inh CB: 6

Results for COc1ccc(CNC(=O)N2CCOCC2)cc1 ?
Cy5 interf NS3h: 1.1; NS3h inh CB: 10

How did COc1cccc(NC(=O)COc2ccc(C(C)(C)c3ccccc3)cc2)c1 do in these assays?
Cy5 interf NS3h: 0.93; NS3h inh CB: -7

A draw from above in order of heavy-atom count, highest first:
How did O=C(Nc1ccc2oc(-c3cccc4c(Br)cccc34)nc2c1)c1ccccc1[N+](=O)[O-] do in these assays?
Cy5 interf NS3h: 0.97; NS3h inh CB: -5

How did CCOc1ccc(C(=O)Nc2nnc(CC)s2)cc1[N+](=O)[O-] do in these assays?
Cy5 interf NS3h: 1.1; NS3h inh CB: 2

How did O=C(Nc1nccs1)C(c1ccccc1)c1ccccc1 do in these assays?
Cy5 interf NS3h: 0.9; NS3h inh CB: 5

The main list resumes, starting 3 compounds before the break.
What do the screens show for `O=C(CSc1nc2ccc(N3C(=O)c4ccccc4C3=O)cc2s1)NCCOc1ccc(Cl)cc1`?
Cy5 interf NS3h: 1.1; NS3h inh CB: 6

Results for COc1ccc(CNC(=O)N2CCOCC2)cc1 ?
Cy5 interf NS3h: 1.1; NS3h inh CB: 10

How did COc1cccc(NC(=O)COc2ccc(C(C)(C)c3ccccc3)cc2)c1 do in these assays?
Cy5 interf NS3h: 0.93; NS3h inh CB: -7

Results for COc1ccc(/C=C/C(=O)Nc2c(C)ccc3nsnc23)cc1 ?
Cy5 interf NS3h: 1; NS3h inh CB: 9

How did Cc1ccc(S(=O)(=O)N=C(CSC(N)=O)Nc2ccccc2)cc1 do in these assays?
Cy5 interf NS3h: 0.98; NS3h inh CB: 3

How did O=C(N1CCOCC1)n1nnc2ccccc21 do in these assays?
Cy5 interf NS3h: 1; NS3h inh CB: 2

How did Cc1ccc(/C=N\n2cnnc2)cc1[N+](=O)[O-] do in these assays?
Cy5 interf NS3h: 0.84; NS3h inh CB: 6

Results for COc1ccc(C(=O)CSc2nnc(SCC(=O)c3ccc(OC)cc3)n2-c2ccccc2)cc1 ?
Cy5 interf NS3h: 0.88; NS3h inh CB: 8

What do the screens show for `CN1C(=O)C(c2c[nH]c3ccccc23)(c2c[nH]c3ccccc23)c2ccccc21`?
Cy5 interf NS3h: 0.88; NS3h inh CB: 7

How did O=C(Nc1ccc(Cl)cc1Cl)c1nn2c(c1Cl)NC(c1ccc(Cl)cc1)CC2C(F)(F)F (stereo not given) do in these assays?
Cy5 interf NS3h: 0.92; NS3h inh CB: -4

How did CCOc1cc2c(C(=O)OC)c(C)oc2cc1Br do in these assays?
Cy5 interf NS3h: 0.99; NS3h inh CB: 0

How did CCOC(=O)c1c(-c2ccc(Cl)cc2)csc1NC(=O)COc1ccccc1OC do in these assays?
Cy5 interf NS3h: 0.93; NS3h inh CB: 17

How did COc1ccccc1NC(=O)/C(=C\c1cccs1)NC(=O)c1ccc(C(C)(C)C)cc1 do in these assays?
Cy5 interf NS3h: 0.89; NS3h inh CB: 1

What do the screens show for `CC(=O)c1cccc(NC(=O)c2ccc(OC3CSC3)cc2)c1`?
Cy5 interf NS3h: 1.1; NS3h inh CB: 17

What do the screens show for `CCOc1ccc2c(CC)cc(=O)oc2c1`?
Cy5 interf NS3h: 1.1; NS3h inh CB: -1

What do the screens show for `COc1ccc(-c2noc(COc3cccc(C)c3)n2)cc1OC`?
Cy5 interf NS3h: 0.98; NS3h inh CB: 12

Quoted at random: two entries already listed.
What do the screens show for `CCOC(=O)c1conc1-c1ccc(Br)cc1`?
Cy5 interf NS3h: 0.97; NS3h inh CB: 6

What do the screens show for `COCCOC(=O)c1c(C)oc2ccc(OCc3c(F)cccc3Cl)cc12`?
Cy5 interf NS3h: 0.88; NS3h inh CB: 12

From PubChem
